Assay outcomes from PubChem.
inhibitors of VEEV: inhibitors of VEEV TC-83 cytopathic effect, confirmation, Vero cells (AID 588727); 350,000 compounds, 0.13% hits; one-dose inhibition, % at 20 µM; IC50 in µM for titrated hits; Vero cells, VEEV TC-83 cytopathic effect inhibition; higher % means a stronger effect; in the data active = a potency from the dose series; inconclusive = inhibition mostly from about 14% at the one dose, without a potency; inactive = the rest, 99 in 100 with inhibition below about 12%; also: strong numbers were not always called active
tuberculosis growth: growth inhibition of non-replicating M. tuberculosis (AID 488890). Mycobacterium tuberculosis non-replicating, growth inhibition; higher % means a stronger effect. one-dose inhibition, % at 25 µM; IC50 in µM for titrated hits. 320,000 compounds, 0.39% hits; in the data active = a potency from the dose series; inconclusive = inhibition mostly from about 82% at the one dose, without a potency; inactive = the rest, 99 in 100 with inhibition below about 76%;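 also: plate controls were DMSO cells for no effect and high antibiotic wells for full effect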
H1N1 NS1A inhibition: NS1A inhibition, H1N1 influenza, cell based functional assay (AID 504329) | NS1A functional cell-based assay, percent inhibition; higher % means a stronger effect | one-dose inhibition, % at 12.5 µM; IC50 in µM for titrated hits | 340,000 compounds, 0.3% hits; in the data active = a potency from the dose series; inconclusive = inhibition above about 27% without an active follow-up result; also: strong numbers were not always called active
PhoP GFP inhibition: Inhibition of PhoP regulon, Salmonella typhi GFP reporter cells, confirmation, 4 h (AID 1850); Salmonella Typhi PhoP-promoter GFP reporter, fluorescence, 4 h; higher % means a stronger effect; one-dose inhibition, % at 50 µM; IC50 in µM for titrated hits; 310,000 compounds, 0.33% hits; in the data active = a potency from the dose series; inconclusive = inhibition mostly from about 25% at the one dose, without a potency; inactive = the rest, 99 in 100 with inhibition below about 19%;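 also: 0% = induced wells with vehicle and 100% = uninduced wells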
M. tuberculosis HTS: M. tuberculosis growth inhibition, HTS (AID 449762). M. tuberculosis H37Rv growth inhibition, 7H9 media; higher % means a stronger effect. inhibition, % at 25 µM; hits with a dose series show IC50 in µM. 330,000 compounds, 0.59% hits; in the data active = a potency from the dose series; inconclusive = inhibition above about 70% without an active follow-up result;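 also: bacterial growth assessed after seven days of incubation; strong numbers were not always called active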
Starred values were filed as active, the others as inactive; i = inactive; ? = inconclusive; nt = no result given.

The first 3 records, ahead of the listing:
SMILES	inhibitors of VEEV	tuberculosis growth	H1N1 NS1A inhibition	PhoP GFP inhibition	M. tuberculosis HTS
O=C(c1ccc(Cl)nc1)N1CCC(Cc2ccccc2)CC1	i	41.4%	9.1%	3.6%	-8.4%
CC(C)c1ccc(NC(=S)Nc2ccc3[nH]c(=O)[nH]c3c2)cc1	3.8%	78.6%	1.9%	1.0%	-1.4%
CCOC(=O)c1cccc(NC(=O)c2ccc(NC(=O)c3ccco3)cc2)c1	7.9%	3.7%	13.3%	-13.5%	-8.0%

Main list (from the top)
SMILES	inhibitors of VEEV	tuberculosis growth	H1N1 NS1A inhibition	PhoP GFP inhibition	M. tuberculosis HTS
O=C(c1ccc(Cl)nc1)N1CCC(Cc2ccccc2)CC1	i	41.4%	9.1%	3.6%	-8.4%
CC(C)c1ccc(NC(=S)Nc2ccc3[nH]c(=O)[nH]c3c2)cc1	3.8%	78.6%	1.9%	1.0%	-1.4%
CCOC(=O)c1cccc(NC(=O)c2ccc(NC(=O)c3ccco3)cc2)c1	7.9%	3.7%	13.3%	-13.5%	-8.0%
O=C(COc1ccccc1)Nc1ccccc1NS(=O)(=O)c1cccs1	0.9%	60.0%	2.3%	-1.9%	-2.4%
CC(C)C(C(=O)NCc1ccccc1)N(CC1CCCO1)C(=O)CNS(=O)(=O)c1ccccc1 (stereo not drawn)	i	-26.1%	-1.3%	-2.6%	-5.0%
CCOC(=O)c1cnn(-c2sc(C(=O)OCC)c(C)c2C(=O)OCC)c1N	2.2%	7.3%	-1.4%	-12.2%	0.6%
CC(NC(=O)C1(c2cccs2)CCOCC1)c1ccccc1 (stereo not drawn)	0.7%	-11.2%	-2.0%	-1.4%	0.8%
Cc1nc2cc(-c3sccc3-n3cccc3)nn2c(C)c1C	1.9%	8.1%	0.2%	8.2%	-5.6%
CC1=C(C(=O)c2ccccc2)C(c2cccc([N+](=O)[O-])c2)NC(=S)N1 (stereo not drawn)	0.5%	13.6%	3.6%	-5.1%	7.3%
CC(C)(C)c1ccc(N2C(=O)CSC2c2cccnc2)cc1 (stereo not drawn)	2.6%	-20.9%	9.2%	2.6%	15.4%
COc1ccc(N2CCN(C(=O)c3cc(-c4cc(OC)ccc4OC)nc4ccccc34)CC2)cc1	7.1%	41.9%	14.1%	-4.3%	34.1%
COc1cc(OC)cc(C(=O)N[C@H](C(=O)OCC(=O)c2ccc3c(c2)NC(=O)CO3)C(C)C)c1	6.8%	-0.4%	5.0%	2.4%	-5.7%
O=C1Nc2ccccc2C(O)(C(=O)NC2CC2)N1c1ccc(Cl)c(Cl)c1 (stereo not drawn)	7.7%	2.1%	-9.2%	-4.6%	-5.5%
CCCCc1nnc(NC(=O)CCN2C(=O)C3CC=CCC3C2=O)s1 (stereo not drawn)	0.3%	14.8%	1.1%	nt	-8.1%
N#CC(C(=O)NC1CCCCC1)c1nc2ccccc2nc1N1CCN(c2ccccc2F)CC1 (stereo not drawn)	i	7.5%	5.3%	-25.9%	-8.1%
COc1ccc(-c2nc3n(c2C)CCC3)cc1	0.5%	33.5%	8.0%	9.0%	-0.8%
O=C(NNC(=O)C1CC1c1ccccc1)Nc1cccc(Cl)c1 (stereo not drawn)	i	3.9%	0.7%	-12.2%	-9.9%
COC(=O)c1cccc(C23CC4(C2)[C@H](CN(Cc2ccc(-c5ccccc5)cc2)[C@@H]4c2ccccc2)C3c2ccc(Cl)nc2)c1 (stereo partly drawn)	0.1%	24.4%	-4.2%	3.4%	-3.0%
CC(C)=CCN1CCN(Cc2cccnc2)CC1CCO (stereo not drawn)	i	10.0%	-7.5%	-2.6%	-4.5%
Cc1cc(C)c2c(c1)-c1cc(C)nn1C(c1ccc3c(c1)OCO3)N2 (stereo not drawn)	0.6%	11.3%	-5.6%	11.9%	5.9%
O=C(CSc1ccc2nnc(-c3ccncc3)n2n1)Nc1ccc2c(c1)OCO2	2.8%	nt	-6.8%	nt	-6.2%
CC(C)c1ccc(C(=O)NC(=S)NCc2cccnc2)cc1	3.7%	?	5.4%	8.7%	56.8%
Nc1c(/C=C2/C=CC(=O)C(O)=C2)c(=O)nc2sc(CC(=O)N3CCOCC3)nn12	0.2%	nt	3.5%	nt	nt
CC1CC(=S)Nc2ccccc2S1 (stereo not drawn)	1.3%	43.5%	12.5%	15.9%	0.2%
CCOc1c(Cl)cc(CNCC(C)C)cc1Cl	i	9.4%	-1.1%	-1.9%	6.3%
O=C(O)CC1=C(Nc2ccccc2)C(=O)N(c2ccccc2)C1c1ccc(Br)cc1 (stereo not drawn)	0.4%	44.3%	-5.8%	8.7%	5.3%
O=C(Cc1ncc(C(F)(F)F)cc1Cl)NCCc1ccccc1	1.0%	25.3%	-3.7%	1.0%	0.8%
O=C(COC(=O)C1CC1)NCc1ccccc1Cl	0.3%	25.9%	7.1%	1.4%	34.2%
COC(=O)C1=C(c2ccc3ccccc3c2)C[C@@H]2CC[C@H]1N2C(=O)NCCO	3.0%	6.9%	8.5%	nt	-1.7%
COc1ccc(N(CC(=O)NCCc2ccccc2)C(=O)c2csnn2)cc1OC	i	-21.3%	-1.4%	4.8%	-2.2%
C/C=C(/C)C(=O)Nc1cccc(C2=NOC3(C2)C[C@@H](C(N)=O)N(C(=O)CC(c2ccccc2)c2ccccc2)C3)c1 (stereo partly drawn)	0.0%	40.1%	10.3%	-20.7%	47.0%
CCCC(=O)Nc1ccc(NC(=O)c2ccccn2)cn1	2.5%	-13.7%	4.0%	3.3%	-3.7%
CN(C)S(=O)(=O)N1CCC(Oc2cccc(C(=O)NCCCC3CCCC3)c2)CC1	2.6%	42.2%	6.5%	3.0%	-3.1%
Cc1ccc(NC(=O)Nc2ccc3c(c2)OCO3)nc1	1.1%	14.9%	-8.7%	-4.4%	9.1%
O=C1C=C(Nc2ccccc2C(=O)O)c2ccccc2C1=O	i	44.9%	2.3%	8.7%	2.5%
O=[N+]([O-])c1ccc(Cc2ccccn2)cc1	0.1%	9.6%	-4.7%	nt	-7.2%
Oc1ccc(N2Cc3ccccc3C2)cc1	2.7%	17.3%	-4.5%	-0.3%	-15.4%
Cc1nc2cc(-c3ccccc3)sc2c(=O)n1N	1.2%	12.8%	2.0%	-24.0%	2.1%
CCOc1ccc(NS(=O)(=O)c2ccc3[nH]c(=O)[nH]c3c2)cc1	0.3%	18.5%	-3.3%	-5.8%	-4.7%
O=C1NCCN1Cc1ccc(F)cc1	i	1.7%	-4.0%	3.6%	-5.7%
O=C(NN1C(=O)NC2(CCCCC2)C1=O)c1cccs1	2.4%	4.7%	5.4%	nt	-6.9%
Cc1ccc(S(=O)(=O)NC(CC(=O)N2CCc3ccccc32)c2ccco2)cc1 (stereo not drawn)	7.1%	7.2%	-5.9%	11.3%	-4.8%
CCOC(=O)c1c(NC(=O)COC(=O)CCOc2ccc(OCC)cc2)sc(C(=O)N(C)C)c1C	6.5%	7.7%	-3.8%	-7.6%	34.4%
COc1ccccc1-c1nnc(NC(=O)CSc2nncn2C)s1	1.8%	66.6%	3.8%	-7.0%	12.2%
CC1Cc2ccccc2N1S(=O)(=O)c1cnc(Cl)c(Br)c1 (stereo not drawn)	6.3%	-5.0%	-1.0%	9.3%	10.5%
CCS(=O)(=O)NCCc1ccc(OC)c(OC)c1	5.3%	-22.0%	2.6%	2.6%	-2.6%
COc1ccccc1N1CC(C(=O)OC(C)C(=O)N2CCCc3ccccc32)CC1=O (stereo not drawn)	0.7%	10.6%	-2.5%	-3.7%	-2.5%
O=C(NCC(=O)N1CCCC(C(F)(F)F)C1)c1cccs1 (stereo not drawn)	0.2%	nt	-2.8%	nt	nt
O=C(NCCC1CCCCN1S(=O)(=O)c1ccc(F)cc1)C(=O)NC1CCCC1 (stereo not drawn)	0.9%	3.6%	-6.3%	5.8%	-2.1%
COc1ccc(Nc2nc(-c3ccccc3)nc3ccccc23)c(OC)c1	7.2%	24.3%	-14.7%	-6.7%	?
O=C1CC(c2ccc(O)cc2)Oc2ccccc21 (stereo not drawn)	6.3%	14.1%	-2.9%	nt	2.4%
CCOC(=O)C1CCN(C(=O)CCN2C(=O)C3C4C=CC(C4)C3C2=O)CC1 (stereo not drawn)	2.0%	1.7%	8.7%	0.6%	-5.8%
C/C=C/C(=O)OCC(=O)Nc1ccc(F)cc1Cl	0.6%	2.3%	15.9%	1.7%	5.8%
CC(C)(C)C1CCC(=NNC(=O)C(=O)NCc2cccnc2)CC1 (stereo not drawn)	0.3%	2.4%	-0.6%	10.5%	-1.3%
CSc1nc(=S)n(Cc2ccccc2)c(C)c1C(C)=O	i	-2.0%	-0.5%	-8.2%	-1.5%
CCS(=O)(=O)N1CCC(C(=O)NCc2ccccn2)CC1	0.9%	-2.7%	-5.6%	1.4%	-2.7%
Cc1oc(-c2ccccc2)[n+]([O-])c1C	0.2%	-4.5%	6.7%	2.7%	-5.1%
NS(=O)(=O)c1ccc(NC(=O)COC(=O)c2ccc(Cl)cc2[N+](=O)[O-])cc1	2.6%	0.4%	-4.2%	0.3%	-2.5%
O=C(CCNS(=O)(=O)c1c(Cl)cccc1Cl)OCC(=O)c1ccccc1F	i	-2.7%	-7.4%	-4.9%	-15.8%
O=C(CC(=O)c1ccccn1)c1ccccc1	1.0%	nt	1.3%	nt	nt

2 compounds drawn at random from those above:
SMILES	inhibitors of VEEV	tuberculosis growth	H1N1 NS1A inhibition	PhoP GFP inhibition	M. tuberculosis HTS
O=C(NCC(=O)N1CCCC(C(F)(F)F)C1)c1cccs1 (stereo not drawn)	0.2%	nt	-2.8%	nt	nt
CCS(=O)(=O)N1CCC(C(=O)NCc2ccccn2)CC1	0.9%	-2.7%	-5.6%	1.4%	-2.7%

Grouped by structure: the compounds so far with two or more sulfur atoms
SMILES	inhibitors of VEEV	tuberculosis growth	H1N1 NS1A inhibition	PhoP GFP inhibition	M. tuberculosis HTS
O=C(COc1ccccc1)Nc1ccccc1NS(=O)(=O)c1cccs1	0.9%	60.0%	2.3%	-1.9%	-2.4%
CC1CC(=S)Nc2ccccc2S1 (stereo not drawn)	1.3%	43.5%	12.5%	15.9%	0.2%
COc1ccccc1-c1nnc(NC(=O)CSc2nncn2C)s1	1.8%	66.6%	3.8%	-7.0%	12.2%
CSc1nc(=S)n(Cc2ccccc2)c(C)c1C(C)=O	i	-2.0%	-0.5%	-8.2%	-1.5%

Next part
SMILES	inhibitors of VEEV	tuberculosis growth	H1N1 NS1A inhibition	PhoP GFP inhibition	M. tuberculosis HTS
CN1CCN(C2=C(Cl)C(=O)C(c3cnc(N4CCCCC4)s3)=C(Cl)C2=O)CC1	i	?	18.9%	0.1%	-1.1%
COc1cc(NC(=O)C(C)Oc2ccccc2)cc(OC)c1 (stereo not drawn)	0.9%	3.8%	1.3%	-5.8%	3.2%
O=C(NCCCN1CCC(Cc2ccccc2)CC1)C1CCN(S(=O)(=O)N2CCC3(CC2)OCCO3)CC1	0.2%	15.6%	-1.9%	-2.4%	-5.6%
CCc1nnc(NC(=O)CSc2ccc(-c3nc4ccccc4[nH]3)cn2)s1	1.1%	-4.7%	-0.8%	7.2%	9.2%
O=C(Nc1ccccc1)NC1CC2CCC(C1)N2 (stereo not drawn)	i	1.7%	5.5%	14.9%	1.4%
Cc1ccc2nc(SCC(=O)N(C)C3CCS(=O)(=O)C3)[nH]c2c1 (stereo not drawn)	1.9%	-3.6%	-1.7%	nt	-5.2%
